Source: PubChem
Statin myotox sup: suppressors of simvastatin-induced myotoxicity in C2C12 myotubes; AID 602340; ATP luminescence, 48 h; scaled: DMSO 0, geranylgeraniol control 100; actives 0.78% (n = 330,000); rescue of ATP level, % at 7.49 µM;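 active = mean ATP rescue above about 67%, or every replicate alone reaching that limit, limit read from the data, passing the limit was not always enough; inconclusive = no clear call, values can overlap the other calls; inactive = mean under the limit and some replicate under it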;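 note: myotubes were challenged with 10 µM simvastatin during compound exposure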
esBAF inh: inhibitors of esBAF chromatin remodeling in mouse ES cells; Bmi1-luciferase knock-in reporter, 24 h; 100% = twice the neutral-well signal; reporter increase, % at 12.5 µM; actives 2% (n = 350,000); in the data active = activation above about 40%; inconclusive = no clear call, values can overlap the other calls;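 note: 0% = median of the plate's neutral control wells and 100% = double that signal; a rise in the Bmi1 reporter signal indicates esBAF inhibition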
* marks the source's active call; other numbers are inactive results; ? = inconclusive.

SMILES	Statin myotox sup	esBAF inh
COC(=O)C1C(=O)C2=C(CC1C)NC(C)=C(C(=O)OC(C)C)C2c1ccc(OC)c(O)c1 (centres undefined)	0	8
NC(=O)C1CCN(C(=O)CSc2ccccn2)CC1	20	2
CN1C(=O)c2cccc3c(S(=O)(=O)NCc4ccco4)ccc1c23	110*	-18
Nc1cccc(-c2nc3ccc(N)cc3s2)c1	9	-18
CS(=O)(=O)N1N=C(c2ccc(Br)cc2)CC1c1cccs1 (centres undefined)	13	77*
O=C(COC(=O)C1CCN(S(=O)(=O)c2cccc3cccnc23)CC1)c1ccc(F)cc1	96*	-8
Cc1ccc(S(=O)(=O)/N=C2/NC(=O)/C(=C/c3cccnc3)S2)cc1	5	-4
Cc1ccc(NC(=O)C(Cc2ccccc2)NC(=O)c2ccco2)cc1 (centres undefined)	23	-1
O=C1CCCc2ccccc2N1Cc1ccccc1Cl	9	3
COc1ccc(Cl)cc1C(=O)N1CCN(c2ccccn2)CC1	-13	-2
Cc1cc(C)n(-c2nc(-c3ccc(Cl)c(Cl)c3)cs2)n1	-23	7
Cc1cccc(NC(=O)c2ccc(-n3cccn3)c([N+](=O)[O-])c2)c1	2	12
COc1ccc(CC(=O)Nc2ccc(OC)c(NC(=O)c3ccco3)c2)cc1	2	-9
CCOC(=O)C1CCN(C(=O)COc2ccc(S(=O)(=O)NC(C)(C)C)cc2)CC1	-7	-2
COc1ccc(CCNC(=O)Cn2c(=O)cnc3ccccc32)cc1	-2	-10
COc1ccccc1/C=C/CN1CC(C)OC(C)C1 (centres undefined)	-5	2
CC(Nc1cc(N2CCN(C(=O)C(C)(C)C)CC2)ccc1[N+](=O)[O-])c1ccccc1 (centres undefined)	-19	-10
CCCCCCCCCC[N+](C)(C)CC/C=C1/c2ccccc2Sc2ccc(Cl)cc21	-45	-13
Cc1csc(NC(=O)C2C3C=CC(O3)C2C(=O)O)n1 (centres undefined)	4	7
CCn1ncc(/C=N/N=C2\CCC3C4CCc5cc(O)ccc5C4CCC23C)c1C (centres undefined)	2	17
Cc1cccc(NC(=O)CSc2nnc(CCC(=O)Nc3ccc(C)c(Cl)c3)n2C)c1	-1	-1
Cn1c(=O)c2c(SCC(=O)N3CCCc4ccccc43)nc(CC(C)(C)C)nc2n(C)c1=O	-2	-3
O=C1c2ccccc2NC(c2ccccc2)N1Cc1ccco1 (centres undefined)	9	62*
CS(=O)(=O)N(Cc1ccc(C(=O)NCc2ccco2)cc1)c1ccccc1	9	-3
CCOc1ccc2cc(/C=C/C(=O)c3ccco3)c(Cl)nc2c1	-2	57*

(more compounds)
SMILES	Statin myotox sup	esBAF inh
CCC(C)N1CC23C=CC(O2)C(C(=O)OCc2ccccc2)C3C1=O (centres undefined)	5	-5
CCCCOc1ccc(C2(C(=O)O)CCCC2)cc1	3	-11
Cn1nccc1C(=O)Nn1cnnc1	118*	3
COc1ccc2occ(C(=O)c3coc4ccc(O)c(CN(C)C)c34)c2c1	2	17
CCN1CCN(CCNC(=O)c2ccc3c(c2)NC(=O)/C(=C\c2cccc(Cl)c2)S3)CC1	-13	-11
CCN1CCN(Cc2ccc(NC(=O)Nc3ccccc3)cc2)CC1	-7	-26
COc1ccc(CC(=O)Nc2cc(Cl)ccc2O)cc1	5	7
O=C(O)c1ccc2c(c1)C(=O)N(C(Cc1ccccc1)C(=O)O)C2=O (centres undefined)	2	4
CC(NC(=O)CCC(=O)NC(C)C1COc2ccccc2O1)C1COc2ccccc2O1 (centres undefined)	12	-2
Cc1ccc2nsnc2c1S(=O)(=O)N1CCN(CCc2ccccc2)CC1	24	6
COc1ccc(CCNC(=O)C2CCN(S(=O)(=O)c3ccc(-n4cnnn4)cc3)CC2)cc1OC	8	-3
CC(=O)N1CCc2cc(S(=O)(=O)CCC(=O)N3CCN(c4ccccn4)CC3)ccc21	4	-9
Cc1ccc(Cl)cc1N1CCN(C(=O)CSc2nnc3n2C(C)(C)Cc2ccccc2-3)CC1	-26	-9
COc1cc(-c2nnc(SCc3cc(=O)oc4cc(O)c(O)cc34)o2)cc(OC)c1OC	31	-8
CC(=O)c1c(C)nc(-c2ccc3c(c2)OCO3)n1O	-3	7
CC(=O)c1c(C)n(-c2ccc(N(C)C)cc2)c2ccc(OCC(N)=O)cc12	83*	-4
O=C(Nc1ccc(Cl)c(Cl)c1)C1=Cc2ccccc2OC1	64	57*
Cc1cc(C)n(CCc2nc(-c3cc4ccccc4o3)cs2)n1	25	13
Nc1c(-c2ccccc2)cnn1C1CCS(=O)(=O)C1 (centres undefined)	6	3
COc1ccc(/C=N/NC(N)=S)cc1OC(=O)c1cccc2ccccc12	-1	15
CCN1CCN(CCC(=O)Nc2ccc3c(c2)OCO3)CC1	2	-7
CC(C)OC(=O)CSc1nnc(-c2ccc(O)cc2)n1Cc1ccccc1	-12	14
Cc1cc(N2CCOCC2)nc2ccc(NC(=O)CCC(=O)N3CCC(C)CC3)cc12	-4	12
COc1cc2c(=O)n(Cc3ccco3)c(=O)n(CC(=O)c3ccc(Br)cc3)c2cc1OC	-5	-4
Cc1ccc(NC(=O)c2cnn(-c3ccccc3)c2NC(=O)c2ccco2)cc1	-32	12

Two of these compounds, set out differently:
CS(=O)(=O)N(Cc1ccc(C(=O)NCc2ccco2)cc1)c1ccccc1
  Statin myotox sup: 9
  esBAF inh: -3
CCOc1ccc2cc(/C=C/C(=O)c3ccco3)c(Cl)nc2c1
  Statin myotox sup: -2
  esBAF inh: 57*

(continued)
SMILES	Statin myotox sup	esBAF inh
O=C(NC1CCCCC1)c1cc2nc3c(c(C(F)(F)F)n2n1)CCCC3	-24	37
Cc1cc(C)n(C(=O)CNc2cccc(Cl)c2C)n1	1	-5
CC(=O)Nc1cc(C(F)(F)F)ccc1OCC1CCCO1 (centres undefined)	-5	1
CCCCOC(=O)c1ccc(OC(=O)c2cccnc2)cc1	-6	23
Cc1cccc(NCc2ccccc2O)c1C	48	14
COc1ccccc1OCC(=O)Nc1ccc(O)cc1C(=O)O	0	-6
Cn1cc(C(c2ccccn2)c2cn(C)c3ccccc23)c2ccccc21	8	-4
CC(C)n1c(SCC(=O)Nc2ccccc2N2CCOCC2)nc2c1c(=O)n(C)c(=O)n2C	?	-8
COc1ccc(C(C)=O)cc1COC(=O)Cc1n[nH]c(=O)c2ccccc12	-2	-7
Cc1ccc2c(c1)c1cccc3c1n2CCN3CCC(N)=O	-11	75*
COc1ccc(CNC(=O)C2CC(C)=C(C)CC2C(=O)O)cc1 (centres undefined)	-11	4
Cc1cc(C)cc(NC(=O)CN2CCN(CCN=CC3=C(O)CC(C)(C)CC3=O)CC2)c1	9	4
CCCC(=O)NCCc1cc2ccc(OC)cc2[nH]c1=O	-4	8
NC1=NC(=O)/C(=C/c2cccs2)S1	28	-3
Cc1c(N2C(=O)CS/C2=N\N=C\c2ccc(Br)cc2)c(=O)n(-c2ccccc2)n1C	6	0
CCN(CC)C(=O)C1CCCN(C(=O)Nc2ccc3nsnc3c2)C1 (centres undefined)	-13	-1
COc1cccc(C2C(C#N)=C(N)Oc3cc(C)n(Cc4ccco4)c(=O)c32)c1 (centres undefined)	142*	0
O=C(Nc1ccccc1)N1CCN2C(=O)c3ccccc3C12c1ccccc1 (centres undefined)	-2	-1
COCc1cc(=O)n2[nH]c(C)nc2n1	13	-13
Nc1cccc2c(O)cc(S(=O)(=O)O)cc12	-3	4
COc1ccc2ccccc2c1CN1CCN(C(=O)c2ccccc2)CC1	8	2
COc1ccc(NC(=O)CN2CCC3(O)CCCCC3C2c2cc(OC)ccc2OC)cc1 (centres undefined)	1	-2
COc1ccc(CNC(=O)C(OC(C)=O)c2ccccn2)cc1 (centres undefined)	32	4
O=C(Nc1nc(-c2ccccc2)cs1)c1cccnc1	-34	28
CN1CCN(Cn2cc(/C=C/C(=O)c3ccccc3)c3ccccc32)CC1	25	62*

Some of the entries above, set out differently:
Second line of a record – Statin myotox sup	esBAF inh
> O=C(Nc1ccccc1)N1CCN2C(=O)c3ccccc3C12c1ccccc1 (centres undefined)
    -2	-1
> COCc1cc(=O)n2[nH]c(C)nc2n1
    13	-13
> Nc1cccc2c(O)cc(S(=O)(=O)O)cc12
    -3	4
> COc1ccc2ccccc2c1CN1CCN(C(=O)c2ccccc2)CC1
    8	2

Going on with the list:
SMILES	Statin myotox sup	esBAF inh
COc1ccc(N2C(C)=CS/C2=C(/C#N)c2nnc(N3CCOCC3)n2-c2ccccc2)cc1	-7	7
Cc1ccc(C(CC(=O)c2ccco2)SCCO)cc1 (centres undefined)	21	36
O=C(Nc1ccc(Cl)cn1)c1cccnc1	-9	12
O=C(COC(=O)C1=Cc2ccccc2OC1)NCc1ccc(F)cc1	-4	18
CC(=O)NS(=O)(=O)c1ccc(NC(=O)CCC2CCCC2)cc1	4	0
COc1cccc(NC(=O)CCc2nc(-c3cccs3)no2)c1	5	3
c1ccc2c(c1)CNC1(CCCCC1)C2	107*	-8
COc1cc(-c2n[nH]c(=O)o2)cc(OC)c1OC	0	9
CC(C)C(=O)NC(=S)Nc1ccccc1C(F)(F)F	2	-1
Cc1ccc(-c2nc3ccccc3[nH]2)cc1NC(=O)c1ccco1	116*	37
COc1ccc(NC(=O)Nc2ccc(OC)cc2)cc1	-11	60*
CCN(CCNC(=O)CN(C)S(=O)(=O)c1cccc2nsnc12)c1ccccc1	-2	-4
COc1ccc(Cn2nnnc2C(c2cccs2)N2CCSCC2)cc1 (centres undefined)	-37	5
Cc1ccccc1OC(C)c1nc(-c2ccccc2)no1 (centres undefined)	7	13
COc1nc(C#N)nc(N(C)C)n1	20	-1
CCOc1ccc(Cc2nnc(N)s2)cc1OCC	11	-3
O=C(Nc1ccccc1C(=O)N1CCCCC1)c1cccc(S(=O)(=O)N2CCOCC2)c1	6	0
COc1ccc(-c2cc(C(=O)Nc3ccccc3SC)no2)cc1	5	28
Cc1nn(-c2ccccc2)c2[nH]c(=O)c(CNc3ccc(N4CCOCC4)cc3)cc12	-5	0
O=c1c2ccccc2oc2ccc(-c3ccc4cc[nH]c4c3)cc12	-5	-2
COc1ccc(NC(=O)C2C(=O)NC3(C)CC2c2ccccc2O3)cc1 (centres undefined)	13	-4
COc1cc2c(cc1NC(=O)c1cc(-c3ccncc3)nc3ccc(C)cc13)oc1ccccc12	1	-3
Cc1onc(-c2c(F)cccc2Cl)c1C(=O)OCN1C(=O)c2ccccc2C1=O	12	-6
O=C(C1CCCCC1)N1CCCc2ccccc21	9	6
Cc1c(C)c2ccc(OCC(=O)N(C)C)c(C)c2oc1=O	98*	1

Carrying on:
SMILES	Statin myotox sup	esBAF inh
CCOC(=O)N1CCN(C(=O)c2oc3ccc(S(=O)(=O)N4CC(C)CC(C)C4)cc3c2C)CC1 (centres undefined)	-5	4
Cn1c(=O)c(NCCc2ccccc2)c2c3c(cccc31)C(=O)c1ccccc1-2	14	0
CC(=O)Nc1ccc(C(=O)OCC(=O)c2ccc(C)c([N+](=O)[O-])c2)cc1	1	1
COc1ccc(-c2ccc(-c3noc(C(C)C)n3)c(OC)n2)cc1	-34	35
CCOC(=O)c1[nH]c2ccc(F)cc2c1NC(=O)C(C)N1CCc2cc(OC)c(OC)cc2C1 (centres undefined)	-11	-11
C[C@@H](NC(=O)c1coc(=O)c(Br)c1)c1ccccc1	-1	8
O=C(NC1CCCc2ccccc21)c1ccc(Cl)nc1 (centres undefined)	1	-4
O=C(NCCc1ccccc1)c1cnn2c(C(F)F)cc(C3CC3)nc12	-3	-1
Cc1ccc(-c2csc3ncn(-n4c(C)ccc4C)c(=O)c23)o1	-3	-5
CC(=O)Oc1ccc(N2C(=O)C3C4C=CC(CO)(O4)C3C2=O)cc1 (centres undefined)	-8	-5
Cc1ccc2nc(N3CCN(Cc4nnnn4Cc4ccccc4)CC3)c(C#N)cc2c1	7	-8
N#CC1=C2C=Cc3ccccc3N2CCCC1=O	9	0
CCOC(=O)c1ccc(CS(=O)c2ccc(Cl)cc2)o1 (centres undefined)	0	-1
CC(CC(=O)Nc1cc(C(F)(F)F)ccc1Cl)c1ccccc1 (centres undefined)	-9	-6
N#Cc1c(N)nc(SC2CCCCC2=O)c(C#N)c1-c1ccco1 (centres undefined)	4	36
Cc1cc(C)n(CC(=O)n2c3c(c4ccccc42)CCCC3)n1	4	2
Cc1cc(OCc2nc(-c3cccnc3)no2)c(C)cc1Br	-48	33
COC(=O)c1ccc(NC2=CC(=O)CC(C)(C)C2)cc1	-8	-2

Ordered by value in esBAF inh (low to high): four from the list above
| Molecule | esBAF inh |
| --- | --- |
| Cc1ccc(-c2csc3ncn(-n4c(C)ccc4C)c(=O)c23)o1 | -5 |
| O=C(NC1CCCc2ccccc21)c1ccc(Cl)nc1 (centres undefined) | -4 |
| CCOC(=O)N1CCN(C(=O)c2oc3ccc(S(=O)(=O)N4CC(C)CC(C)C4)cc3c2C)CC1 (centres undefined) | 4 |
| Cc1cc(OCc2nc(-c3cccnc3)no2)c(C)cc1Br | 33 |

esBAF inh: entries above that show a hit.
structure	esBAF inh
CS(=O)(=O)N1N=C(c2ccc(Br)cc2)CC1c1cccs1 (centres undefined)	77*
O=C1c2ccccc2NC(c2ccccc2)N1Cc1ccco1 (centres undefined)	62*
CCOc1ccc2cc(/C=C/C(=O)c3ccco3)c(Cl)nc2c1	57*
O=C(Nc1ccc(Cl)c(Cl)c1)C1=Cc2ccccc2OC1	57*
Cc1ccc2c(c1)c1cccc3c1n2CCN3CCC(N)=O	75*
CN1CCN(Cn2cc(/C=C/C(=O)c3ccccc3)c3ccccc32)CC1	62*
COc1ccc(NC(=O)Nc2ccc(OC)cc2)cc1	60*

This is a subset, so the mix of outcomes need not match the whole.
